D1 antag: Antagonist of Human D 1 Dopamine Receptor: qHTS | D(1A) dopamine receptor (Homo sapiens), P21728 | HEK293 TREx D1 cells, calcium flux, dopamine EC80; stronger effect = lower value | activity change, negative = inhibition, % at 10 µM | actives 3.2% (n = 360,000); in the data active = activity change below about -30%; also: % is scaled to controls: 0 for no effect and ±100 for the full control effect
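Cells carrying a force-coupled, tetracycline-inducible human D1 receptor report calcium flux. Each well gets a 10 s baseline, compound with 180 s monitoring, then an EC80 dopamine stimulus with a second 180 s kinetic read.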
Vif-APOBEC3F blk: qHTS for Inhibitors of Vif-A3F Interactions: qHTS | HeLa A3F-eYFP + Vif (tagged APOBEC3F with the HIV-1 protein that degrades it), YFP fluorescence increase | Potency, µM (series often up to 46.1 µM), without a hit: at the top dose activity, negative = active | actives 0.2% (n = 390,000) | AID 602313, 2012; also: potency is read from the fitted curve at half-maximal effect; % of control where 0% means no effect; nearly all actives have a fitted effect of over 65% in size
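Fluorescence increase (Ex 488/Em 500-530) after overnight compound treatment at 37 deg C flags inhibition of Vif-driven A3F-eYFP loss in stable HeLa A3F-eYFP/Vif cells seeded overnight beforehand.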
RXFP1 agonist: qHTS Assay for Agonists of the Relaxin Receptor RXFP1 | HEK293T-RXFP1 cAMP TR-FRET, 30 min; response scale: percent of porcine relaxin response, buffer zero | AID 2676, 2010 | Relaxin receptor 1 (Homo sapiens), Q9HBX9 | actives 0.3% (n = 370,000) | Potency, µM (top dose mostly 57.5 µM), without a hit: at the highest dose activation, most hits filed as activators; also: potency is read from the fitted curve at half-maximal effect; % is scaled to controls: 0 for no effect and ±100 for the full control effect; nearly all actives have a fitted effect of over 60% in size; many of its hits are not listed in these tables
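HEK293T cells stably expressing RXFP1 were pretreated with the PDE4 inhibitor Ro 20174, exposed to compounds for 30 min at 37C, lysed, and cAMP was read by TR-FRET. Data normalized to buffer (basal) and 29 nM porcine relaxin (100%).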
D2 PAM: HTS Assay for Positive Allosteric Modulators of the Human D2 Dopamine Receptor: Primary Screen for Potentiators | D(2) dopamine receptor (Homo sapiens), P14416 | HEK293 T-REx D2, calcium flux, EC20 dopamine potentiation | potentiation, % at 10 µM | actives 0.34% (n = 340,000);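 active = potentiation over 3 SD above the plate norm, cut at about 30% in these data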; also: 0% is about no effect
Target sequence (P14416 whole entry, looked up): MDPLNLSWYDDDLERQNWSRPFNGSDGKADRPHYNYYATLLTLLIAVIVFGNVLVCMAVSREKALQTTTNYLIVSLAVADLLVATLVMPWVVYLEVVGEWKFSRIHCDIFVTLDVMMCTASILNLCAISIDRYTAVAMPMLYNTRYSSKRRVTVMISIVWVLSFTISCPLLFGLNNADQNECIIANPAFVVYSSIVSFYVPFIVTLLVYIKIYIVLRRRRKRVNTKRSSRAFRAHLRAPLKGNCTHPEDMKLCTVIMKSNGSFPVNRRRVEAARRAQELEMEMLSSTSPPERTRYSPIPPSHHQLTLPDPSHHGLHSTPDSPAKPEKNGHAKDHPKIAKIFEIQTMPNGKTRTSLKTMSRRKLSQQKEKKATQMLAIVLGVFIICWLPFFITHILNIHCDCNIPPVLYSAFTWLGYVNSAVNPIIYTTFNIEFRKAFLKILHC
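Calcium flux readout, no-wash dye, 1 read/s. Inducible HEK293 Trex D2 line, overnight 30 C. Compound alone 180 s (agonist flags), then EC20 dopamine, another 180 s to score potentiation.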
Vif-APOBEC3G blk: qHTS for Inhibitors of Vif-A3G Interactions: qHTS; HeLa A3G-eYFP + Vif (tagged APOBEC3G with the HIV-1 protein that degrades it), YFP fluorescence, overnight; AID 602310, 2012; Potency, µM (series often up to 46.1 µM), for the others: at the highest dose activity, negative = active, most hits filed as inhibitors; DNA dC->dU-editing enzyme APOBEC-3G (Homo sapiens), Q9HC16; actives 0.076% (n = 410,000);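 also: potency is read from the fitted curve at half-maximal effect; % is scaled to controls: 0 for no effect and ±100 for the full control effect; nearly all actives have a fitted effect of over 60% in size; hits raise eYFP signal because A3G escapes Vif-driven loss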
Target sequence (Q9HC16 whole entry, looked up): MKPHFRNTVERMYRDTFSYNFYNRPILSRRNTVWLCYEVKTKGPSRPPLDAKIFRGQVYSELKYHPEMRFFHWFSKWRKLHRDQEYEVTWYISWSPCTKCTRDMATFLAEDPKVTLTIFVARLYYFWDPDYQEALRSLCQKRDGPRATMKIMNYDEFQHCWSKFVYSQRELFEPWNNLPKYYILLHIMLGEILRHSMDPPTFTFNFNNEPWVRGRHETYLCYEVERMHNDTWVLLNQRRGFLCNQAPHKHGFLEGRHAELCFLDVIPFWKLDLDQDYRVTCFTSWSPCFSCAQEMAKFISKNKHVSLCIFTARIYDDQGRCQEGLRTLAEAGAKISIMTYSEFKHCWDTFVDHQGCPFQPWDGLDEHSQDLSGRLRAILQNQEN
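HeLa cells stably expressing Vif and C-terminally eYFP-tagged A3G, seeded overnight at 37 deg C, then exposed to compound by pintool overnight at 37 deg C. Rise in yellow fluorescence (Ex 488/Em 500-530, Acumen) marks blocked Vif-driven A3G degradation.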
D1 PAM: Potentiators of Human D1 Dopamine Receptor: qHTS | D(1A) dopamine receptor (Homo sapiens), P21728 | actives 0.036% (n = 360,000) | potentiation, % at 10 µM | HEK293 TREx D1 cells, calcium flux, dopamine EC20 potentiation | AID 504651, 2011; in the data active = potentiation above about 30%; also: 0% is about no effect
LDHA inh: qHTS assay for inhibitors of human lactate dehydrogenase | purified LDHA, NADH/diaphorase-resazurin fluorescence; stronger effect = lower value | L-lactate dehydrogenase A chain (Homo sapiens), P00338 | activity change, % (values are at about 110 or 230 µM) | AID 1347041, 2019 | actives 0.15% (n = 480,000); in the data active = activity change below about -30%; inconclusive = mostly about -25% to -30%;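 also: plate controls were DMSO wells for no effect and wells without enzyme for full effect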
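Human LDH5 at 2 nM final in Tris HCl pH 7.4 with 0.06 mM NADH and 0.2 mM pyruvate, reacted 5 minutes at room temperature. Remaining NADH coupled via diaphorase/resazurin; resorufin fluorescence read at 0 and 20 minutes, normalized to enzyme-free and DMSO wells.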
D1 ag: Allosteric Agonists of the Human D1 Dopamine Receptor: qHTS | D(1A) dopamine receptor (Homo sapiens), P21728 | HEK293 T-REx D1 cells, calcium flux, agonist mode | activation, % at 2 µM | actives 1% (n = 360,000); in the data active = activation above about 30%; also: 0% is about no effect
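Tetracycline-induced HEK293 TREx D1 cells, force-coupled to calcium signalling, were dye-loaded with a no-wash calcium kit. Compound was pin-added after a 10 s baseline. Fluorescence was read kinetically at 1 cycle/s for 180 s, with calcium rises flagged as agonism.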
GRP78 ERSR act: qHTS for Inducers of the Endoplasmic Reticulum Stress Response (ERSR) in Human Glioma: qHTS | AID 602332, 2012 | actives 0.02% (n = 420,000) | Potency, µM, inactives show top-dose activation, hits mostly activators | U87-MG GRP78 promoter luciferase reporter, 16 h; also: potency is read from the fitted curve at half-maximal effect; series mostly up to about 76 µM; % of control where 0% means no effect; nearly all actives have a fitted effect of over 35% in size
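ERSR induction read as luciferase luminescence (Bright-Glo, 10 min at room temperature) in stably transfected human U87-MG glioma cells exposed to compounds for 16 h, using GRP78 as sensor.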
* = called active by the depositor; ? = inconclusive; . = not tested or not shown; & = joins results of further samples. Unless noted, calls follow the shape of the dose curve; as a rule, active = well fitted curve in the direction sought with a large enough effect; inconclusive = small, poorly fitted or top-dose-only effect, or another doubt; inactive = no such curve, though single readings can be large; an effect the other way counts as inactive or inconclusive.

SMILES	D1 antag	Vif-APOBEC3F blk	RXFP1 agonist	D2 PAM	Vif-APOBEC3G blk	D1 PAM	LDHA inh	D1 ag	GRP78 ERSR act
Cc1ccc2c(c1)c1ncnc(N3CCN(c4ccccc4)CC3)c1n2C	6	9%	3.7%	-3	-11%	-5	-4	1	2%
O=C(O)c1ccc(NC2=C/C(=N/S(=O)(=O)c3cccs3)c3ccccc3C2=O)cc1	.	-2%	.	.	-11%	.	23	.	-14%
CCc1nn(CC(=O)NCCc2ccc(OC)cc2OC)c(=O)c2cc3sccc3n12	-1	2%	4.9%	-5	-1%	-4	-5	0	-3%
CCOC(=O)CC1=CC(=O)Nc2ccccc2N1	-10	1%	-0.3%	1	1%	-3	-2	0	-3%
Cc1cccc(N2CC(C(=O)Nc3nnc(SCc4ccccn4)s3)CC2=O)c1 (configuration not stated)	-7	5%	4.0%	1	-10%	-5	1	0	-3%
CCn1c(SCc2nnc(-c3ccccc3)o2)nnc1-c1ccc(S(=O)(=O)N2CCCC2)cc1	-23	-8%	0.7%	-1	1%	-2	-7	1	2%
O=C(CN(Cc1cccs1)C(=O)CSc1nnc(COc2ccccc2)o1)NC1CCCCC1	8	1%	1.8%	-4	3%	-5	-2	0	-6%
O=C(c1cccc([N+](=O)[O-])c1)c1ccc2c(c1)C(=O)N(c1c[nH]c(=O)[nH]c1=O)C2=O	16	.	4.1%	-4	.	-2	.	0	.
O=C(c1ccc(F)cc1)C1CCN(C(=O)c2ccc(Cl)cc2)CC1	.	7%	.	.	-2%	.	3	.	1%
C[C@@H]1NC(=O)/C(=C\c2ccccc2Cl)NC1=O	-5	9%	-1.0%	8	1%	3	-11	0	-2%
Cc1ccccc1-n1cc[nH]c1=S	-26	-1%	-1.0%	-16	3%	-1	-12	2	2%
CCOC(=O)c1cc(-c2ccccc2)sc1NC(=O)CN1C(=O)NC(CC)(c2ccc(F)cc2)C1=O (configuration not stated)	-8	0%	-0.9%	-13	0%	-1	-1	2	-2%
Clc1ccccc1OCCCCN1CCCC1	8	1%	-2.3%	-18	2%	-10	-16	2	4%
CCOC(=O)c1cccc(NC(=O)CCc2ccccc2)c1	1	15%	4.6%	11	1%	-5	0	1	-2%
Cc1ccccc1N1C(=O)C2ON(c3ccccc3)C(c3ccncc3)C2C1=O (configuration not stated)	-3	-5%	0.3%	8	0%	-6	-2	4	-3%
Cc1ccc(C)c(C(=O)O/N=C(\N)c2ccc(Br)cc2)c1	10	0%	0.3%	12	-20%	-3	-5	2	?
COc1ccc(-c2cccc(-c3nc4ccc(Cl)cn4c3NC3CCCCC3)c2)cc1	.	6%	.	.	0%	.	0	.	-4%
Cc1ccc(OCC(=O)Nc2ccc(N3CCCC3)cc2)cc1C	8	-1%	3.3%	14	0%	-10	0	0	2%
O=C(NCCCCNC(=O)c1ccc(Br)cc1)c1ccc(Br)cc1	-33*	-1%	3.1%	13	0%	-5	0	0	3%
CCCCCCCC(=O)N/N=C(\C)c1ccc(O)cc1O	-23	0%	4.1%	-21	-5%	-2	-5	6	-5%
CCOC(=O)/C(C#N)=C(/C)c1ccc(OC)cc1	-18	2%	0.6%	-2	0%	-3	-3	1	2%
O=C(OCC1OC(n2ccc(=O)[nH]c2=O)C2OC12)c1ccccc1 (configuration not stated)	.	-3%	.	.	0%	.	-7	.	-7%
COc1ccc(CC(=O)OCC(=O)NC(=O)NC2CCCCC2)cc1	3	.	0.5%	19	1%	-2	-1	2	-5%
CC(C)COC(=O)CCn1[nH]c(=O)c2ccccc2c1=O	-1	-5%	2.7%	11	0%	-3	-6	1	-3%
Oc1ccc(Cl)c2cccnc12	.	-10%	.	.	0%	.	14	.	-4%&-5%&-5%
CCC1(C)Cc2nc3[nH]c(=S)n(-c4ccccc4)c(=O)c3cc2CO1 (configuration not stated)	2	-19%	16%	2	5%	-3	-14	2	9%
COC(=O)C[C@H]1c2cc(F)ccc2S(=O)(=O)N1c1ccccc1	.	-7%	.	.	0%&-5%	.	-3	.	1%&-2%
COc1cccc(N2CCN(c3ccc4nnc(CCC(=O)Nc5ccccc5OC)n4n3)CC2)c1	13	3%	2.2%	24	0%	1	-1	2	-5%
Nc1nc2c(nnn2Cc2ccc(Cl)c(Cl)c2)c(=O)[nH]1	.	-15%	.	.	-1%	.	-5	.	-6%
Cc1ccc(NC(=O)CCC(=O)NNC(=O)CCc2ccccc2)c(C)c1	10	5%	0.3%	12	1%	2	-8	2	0%
COCCn1c(SCC(=O)c2ccccc2)nc2c(c1=O)SC(C)C2 (configuration not stated)	-2	-9%	0.3%	5	2%	-5	1	2	1%
O=C(Nc1ccc(S(=O)(=O)NC2=NCCCCC2)cc1)c1ccc(C(F)(F)F)cc1	-8	-11%	0.0%	1	-8%	-4	0	3	-1%
O=C(COc1ccccc1)Nc1cc(C(F)(F)F)ccc1N1CCCC1	12	4%	-2.6%	4	-1%	-7	-4	1	-4%
CCOc1ccc(-n2cc(-c3ccccc3)c3c(NC4CCCCC4)ncnc32)cc1	-3	-7%	0.0%	-7	4%	1	-7	-5	-4%
COc1ccc([C@H]2CC(=O)C=C(c3cc(OC)ccc3OC)C2)cc1	-35*	1%	-0.9%	-2	-19%	-3	4	0	-6%
Cc1cc(/C=C2\NC(=O)NC2=O)c(C)n1-c1cccnc1	-11	-4%	1.9%	21	-2%	-4	-10	0	0%
COc1ccc(C(=O)OCC(=O)Nc2cccc(S(=O)(=O)N3CCCCCC3)c2)cc1[N+](=O)[O-]	.	-13%	.	.	0%	.	-7	.	-2%
CCOc1ccc(-c2nc(Cn3c(=O)cc(C)c4c(C)nn(-c5ccc(C)cc5)c43)c(C)o2)cc1	2	3%	0.3%	-10	4%	-5	0	1	0%
O=[N+]([O-])c1ccc(S(=O)(=O)N2CCN(C3CCN(Cc4ccccc4)CC3)CC2)cc1	0	-15%	1.6%	-7	2%	-8	-19	6	-7%
C[C@H]1C(=O)N(c2ccccc2)[C@@H]1c1ccccc1	.	-4%	.	.	-1%	.	0	.	-2%
CC(C)[C@@H]1N[C@]2(C(=O)Nc3ccccc32)[C@@H]2C(=O)N(c3cccc(C(F)(F)F)c3)C(=O)[C@@H]21	-8	4%	0.5%	12	-6%	-2	-1	1	-1%
COc1ccc(C)cc1NC(=O)c1cc2c(s1)-c1ccccc1SC2	-32*	.	5.8%	-5	.	0	-2	2	.
O=C(COC(=O)c1ccc([N+](=O)[O-])cc1)NC1CCCC1	-45*	7%	-0.4%	1	3%	-5	-5	1	3%
Cc1cccc(NC(=O)CCCN2C(=O)c3cccc4cccc(c34)C2=O)c1	-4	-7%	2.6%	-7	2%	-1	-12	0	0%
N#CCC(=O)N/N=C/c1cn(Cc2ccc(Cl)cc2Cl)c2ccccc12	-11	2%	3.6%	4	-8%	-12	-10	2	1%
Cc1ccc2cccc(Oc3ccc([N+](=O)[O-])cc3[N+](=O)[O-])c2n1	-9	-5%	6.4%	.	-1%	0	-5	2	-3%
COc1cc2c(cc1OC)C(c1ccccc1)N(S(C)(=O)=O)CC2 (configuration not stated)	-4	12%	0.5%	-2	0%	-4	-3	0	-3%
Cc1ccc(S(=O)(=O)N2CCOCC2)cc1NC(=O)CSc1n[nH]c(N)n1	10	-3%	4.8%	7	5%	-3	-2	5	-4%
O=C1CC(c2ccccc2)n2nc(NC(=O)c3ccccn3)nc2N1 (configuration not stated)	-4	4%	3.7%	9	?	-3	2	3	-2%
CC(Sc1cccc2cccc(C(=O)O)c12)C(=O)O (configuration not stated)	5	-4%	-0.5%	11	0%	8	3	1	-1%
CN(CC(CC(=O)O)c1ccccc1)S(=O)(=O)c1ccc(Br)cc1 (configuration not stated)	-4	1%	-0.1%	.	-1%	0	-8	2	-4%
CCCn1nc(NC(=O)CC(C)C)c2cc3cccc(C)c3nc21	7	1%	8.6%	8	0%	-2	4	0	.
Cc1ccccc1NC(=S)NNC(=O)c1cccnc1	-7	?	3.6%	-6	0%	-8	-7	1	-5%
CC(=O)NCc1ccc(C(=O)O)cc1	-12	-2%	-2.9%	10	2%	-1	-3	3	-6%
O=C1NC(Cc2ccccc2)c2nc3ccc(Cl)cc3c(=O)n2-c2ncccc21 (configuration not stated)	.	-8%	.	.	-14%	.	-2	.	1%
CCCNC(=O)C(Cc1ccccc1C)NC(=O)c1ccc(C(F)(F)F)cc1 (configuration not stated)	0	0%	-2.4%	9	0%	6	-3	4	-5%
CCNC(=S)N(Cc1c(C)noc1C)c1ccccc1	-20	-8%	-0.3%	19	0%	0	-1	4	2%
CCOC(=O)C1CCN(C(=O)Cn2nc(C)n3c(cc4cc(C)ccc43)c2=O)CC1	-8&0	0%&0%	15%&15%	-3&0	2%&3%	-2&-3	-1&-7	-1&0	2%&-2%
O=C(COc1ccc([N+](=O)[O-])cc1)Nc1cc(C(=O)O)cc(C(=O)O)c1	4	?	-1.2%	-5	0%	-3	-12	0	-2%

An excerpt from above in order of their number in D2 PAM, falling.
SMILES,D2 PAM
CC(=O)NCc1ccc(C(=O)O)cc1,10
O=C1CC(c2ccccc2)n2nc(NC(=O)c3ccccn3)nc2N1 (configuration not stated),9
Cc1ccc(S(=O)(=O)N2CCOCC2)cc1NC(=O)CSc1n[nH]c(N)n1,7

Screening results from PubChem.

This is a subset, so the mix of outcomes need not match the whole.
